Rab9 prom act – Rab9 promoter activation | Huh7 Rab9 promoter-luciferase reporter, luminescence, 24 h | actives 2.8% (n = 320,000) | Potency, µM (titrated, usually from 9.22 µM), inactives show at the top dose activation, negative = inhibition, actives largely listed as activators; note: potency is the fitted concentration of half-maximal effect; % of control where 0% means no effect; nearly all actives have a fitted effect of over 60% in size
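Huh7 cells stably carrying Rab9 promoter–luciferase reporter, plated 1500 cells/well, compound added after 2 h and incubated 24 h at 37 °C; luciferase luminescence then read after 10 min with detection reagent.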
Tb PFK inh – T. brucei PFK enzyme inhibition. O15648. T. brucei PFK, ADP-Glo luminescence. Potency, µM (doses to about 57.5 µM), for the others: top-dose activity, negative = inhibition, usual class: inhibitors. actives 0.17% (n = 330,000). AID 485367;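 note: potency is the fitted concentration of half-maximal effect; 0% = uninhibited 1x PFK enzyme wells and -100% = no-enzyme wells; nearly all actives have a fitted effect of over 60% in size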
Target sequence (O15648 whole entry, looked up): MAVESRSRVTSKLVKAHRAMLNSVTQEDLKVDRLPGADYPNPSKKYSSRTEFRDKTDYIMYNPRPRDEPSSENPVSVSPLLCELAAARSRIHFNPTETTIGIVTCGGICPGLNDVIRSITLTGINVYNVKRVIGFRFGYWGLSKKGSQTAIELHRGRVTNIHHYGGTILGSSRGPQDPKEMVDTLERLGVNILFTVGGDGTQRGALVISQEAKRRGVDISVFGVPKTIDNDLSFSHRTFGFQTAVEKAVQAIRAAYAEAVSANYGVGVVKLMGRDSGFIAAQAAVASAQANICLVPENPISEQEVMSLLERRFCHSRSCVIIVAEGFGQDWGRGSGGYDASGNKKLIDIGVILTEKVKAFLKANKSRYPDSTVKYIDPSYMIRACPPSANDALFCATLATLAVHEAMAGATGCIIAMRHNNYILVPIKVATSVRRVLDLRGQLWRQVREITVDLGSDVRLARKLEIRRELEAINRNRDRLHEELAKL
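Luminescent ADP detection (ADP-Glo, two-step: ATP depletion then ADP-to-ATP conversion for luciferase) reported PFK activity after 45 min room-temperature reaction of 1.25 nM enzyme with 0.5 mM F6P and 0.1 mM ATP at pH 8.0.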
Coupling enz – counter-screen for Giardia aldolase inhibitors: coupling enzyme system. activity change, negative = inhibition, % at 58.2 µM, hits read low. AID 2472. coupling enzyme system counterscreen, AmpLite Red fluorescence. actives 0.67% (n = 290,000); in the data active = activity change below about -30%; note: % is set by controls: 0 for no effect and ±100 for the full control effect
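Counterscreen lacking aldolase: glyceraldehyde-3-phosphate coupling-enzyme reagent preincubated 10 min at RT with compound (at 57.5 uM final), then substrate/coupling system with AmpLite Red added; fluorescence read at 525/598 nm after 20 min RT.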
NPC1 promoter act – activates the NPC1 promoter; Huh7 NPC1 promoter luciferase reporter, 24 h; Potency, µM (doses to about 9.22 µM), without a hit: at the highest dose activation, actives largely listed as activators; actives 2.4% (n = 320,000); AID 485313;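 note: potency is the fitted concentration of half-maximal effect; % of control where 0% means no effect; nearly all actives have a fitted effect of over 60% in size; reporter is driven by a mutant NPC1 promoter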
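NPC1 promoter–luciferase Huh7 cells; 24 h compound; luminescence.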
Gal4-VP16 FLuc – counter-screen for ROR gamma inhibitors: Gal4-VP16 reporter; Drosophila S2 Gal4-VP16 UAS-luciferase, luminescence, 20 h; Potency, µM (series often up to 53.6 µM), for the others: at the highest dose activity, negative = inhibition, hits mostly inhibitors; actives 3.5% (n = 310,000);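 note: Gal4-VP16 expression switched on by copper sulfate through the metallothionein promoter; potency is the fitted concentration of half-maximal effect; % is set by controls: 0 for no effect and ±100 for the full control effect; nearly all actives have a fitted effect of over 50% in size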
FLuc modulator – counter-screen for miR-21 project: firefly luciferase inhibitors or activators; P08659; purified FLuc, Km substrates, luminescence inhibition; Potency, µM (series often up to 57.5 µM), for the others: at the top dose activity change, negative = inhibition, usual class: inhibitors; actives 6.9% (n = 360,000);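 note: potency is the fitted concentration of half-maximal effect; plate controls were vehicle for no effect and reference inhibitor for full effect; nearly all actives have a fitted effect of over 55% in size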
Target sequence (P08659 whole entry, looked up): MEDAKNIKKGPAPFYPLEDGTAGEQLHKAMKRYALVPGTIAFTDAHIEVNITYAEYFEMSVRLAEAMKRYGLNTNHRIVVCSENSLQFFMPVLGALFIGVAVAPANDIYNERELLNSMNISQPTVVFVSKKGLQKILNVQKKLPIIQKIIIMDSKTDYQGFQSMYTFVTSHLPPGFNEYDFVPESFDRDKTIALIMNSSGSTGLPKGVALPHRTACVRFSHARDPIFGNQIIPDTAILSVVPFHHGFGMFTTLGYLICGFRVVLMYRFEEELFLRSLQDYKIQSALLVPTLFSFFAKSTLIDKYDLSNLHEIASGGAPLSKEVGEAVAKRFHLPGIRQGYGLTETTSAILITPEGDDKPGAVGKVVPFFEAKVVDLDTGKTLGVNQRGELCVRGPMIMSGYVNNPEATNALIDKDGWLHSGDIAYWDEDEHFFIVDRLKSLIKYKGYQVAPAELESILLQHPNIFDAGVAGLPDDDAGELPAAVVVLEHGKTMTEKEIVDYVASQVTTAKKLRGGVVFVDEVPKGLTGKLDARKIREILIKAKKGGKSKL
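Purified P. pyralis luciferase, 10 nM final, with Km-level 10 uM D-luciferin and 10 uM ATP in 50 mM Tris acetate pH 7.5, 10 mM Mg acetate, 0.01% Tween-20, 0.05% BSA; 6-point qHTS titration about 60 µM downward; luminescence read.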
KCNH2 3.1 block – inhibitors of human KCNH2 3.1 potassium channel isoform. actives 0.95% (n = 340,000). activity change, % (tested at about 1.8 µM). U2OS KCNH2 3.1, thallium flux FluxOr; stronger effect = lower value;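 active = maximum activity change below -70%; inconclusive = maximum activity change from -70% to -50%; inactive = maximum activity change above -50%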;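 note: thallium influx rate constant from kinetic fluorescence after stimulation buffer; % is set by controls: 0 for no effect and ±100 for the full control effect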
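Thallium flux via FluxOr fluorescence (Red40 quencher, 45 min loading) in U2OS cells virally expressing the KCNH2 3.1 isoform (1.77 x 10^8 /mL virus, overnight at 37 C). Rate constants from 2-min kinetic reads post-stimulation, normalised to positive and negative controls.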
ELG1 genotox – induces genotoxicity in HEK293T cells with luciferase-tagged ELG1; Potency, µM (series often up to 46 µM), for inactives: at the highest dose activity change, positive = activation, actives largely listed as activators; HEK293T ELG1-luciferase reporter, luminescence, 16 h; actives 1.3% (n = 330,000); note: potency is the fitted concentration of half-maximal effect; % of control where 0% means no effect; nearly all actives have a fitted effect of over 60% in size
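Cells (2,000/well) expressing the ELG1-luciferase fusion are dosed by pin tool and kept 16 hr at 37 °C, 5% CO2. Signal comes from ONE-Glo luciferase reagent after 30 min at room temperature.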
uPA generation – inhibitors of cell surface uPA generation; AID 540303; actives 0.31% (n = 330,000); cell surface uPA generation assay, qHTS; Potency, µM (titrated, usually from 38.3 µM), for inactives: top-dose activity change, negative = inhibition, hits mostly inhibitors; active = well fitted inhibition curve with a large enough effect; inconclusive = small, poorly fitted or top-dose-only effect; inactive = no such curve, though single readings can be large or run the other way; tested in mouse RAW 264.7 cells; note: potency is the fitted concentration of half-maximal effect; % is set by controls: 0 for no effect and ±100 for the full control effect; nearly all actives have a fitted effect of over 55% in size
Giardia kill – Giardia lamblia killing; Giardia lamblia trophozoite viability; activity change, % at 7.66 µM, hits read low; actives 0.15% (n = 340,000); in the data active = activity change below about -80%; inconclusive = between about -30% and that limit;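 note: parasites exposed to compound for two days anaerobically before the ATP read; % is set by controls: 0 for no effect and ±100 for the full control effect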
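Giardia lamblia trophozoites (100 cells/well) were incubated with compounds for 48 h at 37 deg C under anaerobic conditions. Viability was read as ATP content by one-step luminescence after 15-30 min at room temperature.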
RORgamma inh – inhibitors of mouse ROR gamma transcriptional activity | AID 2551 | Drosophila S2 Gal4-RORgamma UAS-luciferase reporter, 20 h | Potency, µM (series often up to 53.6 µM), for inactives: top-dose activity change, negative = inhibition, usual class: inhibitors | actives 5.4% (n = 310,000) | P51450; note: potency is the fitted concentration of half-maximal effect; % is set by controls: 0 for no effect and ±100 for the full control effect; nearly all actives have a fitted effect of over 60% in size
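Drosophila Schneider cells stably carrying a metallothionein-driven Gal4 DBD–ROR gamma fusion and a UAS-Photinus luciferase reporter were exposed to compound for 1 hr, then induced with copper sulfate (700 uM final) for 20 hr at ambient temperature before luminescence reading.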
Starred values were filed as active, the others as inactive; & = joins results of further samples; [ ] = another dose, or the depositor's remark. Unless noted, calls come from the whole dose curve; as a rule, active = well fitted curve in the direction sought with a large enough effect; inconclusive = small, poorly fitted or top-dose-only effect, or another doubt; inactive = no such curve, though single readings can be large; an effect the other way counts as inactive or inconclusive. Some of the compounds tested. The share of hits here may be higher or lower than overall.

Screening CCOc1ccc(N=Cc2c(O)n(-c3ccc(C)c(C)c3)c(=O)[nH]c2=O)cc1 returned Rab9 prom act 1%, Tb PFK inh -15%, Coupling enz 1, NPC1 promoter act -6%, Gal4-VP16 FLuc -3%, FLuc modulator inconclusive, KCNH2 3.1 block 2, ELG1 genotox 0%, uPA generation -1%, Giardia kill 16 and RORgamma inh -8%.
Cc1[nH]c2c(C(F)(F)F)cccc2c1CCN was read as Rab9 prom act -11%, Tb PFK inh -25%, Coupling enz -3, NPC1 promoter act 7%, Gal4-VP16 FLuc -2%, FLuc modulator 4%, KCNH2 3.1 block -1, ELG1 genotox 0%, uPA generation 6%, Giardia kill -9 and RORgamma inh 18%.
For O=C(CNC(=O)c1ccccc1)Nc1ccc(Br)cc1C(=O)c1ccccc1 the results were Rab9 prom act -2%, Tb PFK inh 3%, Coupling enz 7, NPC1 promoter act 0%, Gal4-VP16 FLuc -10%, FLuc modulator 2%, KCNH2 3.1 block 12, ELG1 genotox -5%, uPA generation -5%, Giardia kill 1 and RORgamma inh 8%.
`CN1C(=O)C(C2c3ccccc3C(=O)N2Cc2ccccc2)C(=O)N(C)C1=O` (configuration not stated) gave Rab9 prom act 1%, Tb PFK inh 2%, Coupling enz 6, NPC1 promoter act -1%, Gal4-VP16 FLuc -5%, FLuc modulator 0%, KCNH2 3.1 block 15, ELG1 genotox 6%, uPA generation 2%, Giardia kill -2 and RORgamma inh 37%.
Screening O=C(c1cccs1)C1CN2CCC1CC2 (configuration not stated) returned Rab9 prom act -5%, Tb PFK inh -1%, Coupling enz 3, NPC1 promoter act 2%, Gal4-VP16 FLuc 0%, FLuc modulator 5%, KCNH2 3.1 block 4, ELG1 genotox -1%, uPA generation -1%, Giardia kill -15 and RORgamma inh 2%.
CN1c2ccc([N+](=O)[O-])cc2CC2(C(=O)NC(=O)NC2=O)C1c1ccccc1 (configuration not stated) was read as Rab9 prom act -7%, Tb PFK inh 1%, Coupling enz 1, NPC1 promoter act -2%, Gal4-VP16 FLuc -4%, FLuc modulator 3%, KCNH2 3.1 block 7, ELG1 genotox 1%, uPA generation -1%, Giardia kill 1 and RORgamma inh 1%.
`Nc1ccc2c(c1)Cc1ccccc1-2` gave Rab9 prom act inconclusive, Tb PFK inh 0%, Coupling enz 3, NPC1 promoter act inconclusive, Gal4-VP16 FLuc 0%, FLuc modulator inconclusive, KCNH2 3.1 block -7, ELG1 genotox 14%, uPA generation -5%, Giardia kill 16 and RORgamma inh -1%.
For CCC12CN3CC(CC)(CN(C1)C3c1cccnc1)C2=O (configuration not stated) the results were Rab9 prom act 0%, Tb PFK inh 4%, Coupling enz 0, NPC1 promoter act -5%, Gal4-VP16 FLuc 2%, FLuc modulator 3%, KCNH2 3.1 block 3, ELG1 genotox 2%, uPA generation 0%, Giardia kill -12 and RORgamma inh -6%.
c1ccc(OCCSc2nc3ccccc3[nH]2)cc1 was read as Rab9 prom act 29%, Tb PFK inh 4%, Coupling enz 0, NPC1 promoter act inconclusive, Gal4-VP16 FLuc -2%, FLuc modulator 17µM*, KCNH2 3.1 block 3, ELG1 genotox 13%, uPA generation 3%, Giardia kill -11 and RORgamma inh inconclusive.
For CN1C(=O)C(=Cc2ccccc2OS(=O)(=O)c2ccccc2)C(=O)N(C)C1=O the results were Rab9 prom act 2%, Tb PFK inh 10%, Coupling enz -4, NPC1 promoter act 0%, Gal4-VP16 FLuc -23%, FLuc modulator inconclusive, KCNH2 3.1 block 3, ELG1 genotox inconclusive, uPA generation -3%, Giardia kill 21 and RORgamma inh -18%.
Cc1ccc2nc(C)n(-c3ccc(F)cc3)c(=O)c2c1 was read as Rab9 prom act 1%, Tb PFK inh 4%, Coupling enz 5, NPC1 promoter act -5%, Gal4-VP16 FLuc 4%, FLuc modulator -3%, KCNH2 3.1 block 2, ELG1 genotox 3%, uPA generation -1%, Giardia kill 2 and RORgamma inh 7%.
`O=[N+]([O-])c1ccc(Cl)c([N+](=O)[O-])c1` gave Rab9 prom act -5%, Tb PFK inh -19%, NPC1 promoter act -13%, FLuc modulator 3%, KCNH2 3.1 block -4, ELG1 genotox -54%[inhibitor], uPA generation 1.3µM* and Giardia kill -29.
`Cc1nn(Cc2ccccc2)c(C)c1C(=O)NCc1ccccc1F` gave Rab9 prom act -3%, Tb PFK inh 1%, Coupling enz 6, NPC1 promoter act 0%, Gal4-VP16 FLuc -4%, FLuc modulator -6%, KCNH2 3.1 block 2, ELG1 genotox 5%, Giardia kill -18 and RORgamma inh 11%.
COc1ccc(-[n+]2c(-c3ccccc3)cc(-c3ccccc3)cc2-c2ccccc2)cc1 was read as Rab9 prom act -40%[inhibitor], Tb PFK inh 8%, NPC1 promoter act -37%[inhibitor], FLuc modulator -1%, KCNH2 3.1 block -1, ELG1 genotox -22%, uPA generation inconclusive and Giardia kill 5.
For CCOC(=O)C1CCN(C(C)C(=O)c2c(C)[nH]c3cc(C)ccc23)CC1 (configuration not stated) the results were Rab9 prom act 8%, Tb PFK inh 4%, Coupling enz 0, NPC1 promoter act -6%, Gal4-VP16 FLuc -4%, FLuc modulator 0%, KCNH2 3.1 block -14, ELG1 genotox 0%, uPA generation 1%, Giardia kill -15 and RORgamma inh -14%.
CC(=O)OC1(c2ccccc2)CCN(C)CC1(C)C (configuration not stated) was read as Rab9 prom act -3%, Tb PFK inh -7%, Coupling enz 0, NPC1 promoter act -4%, Gal4-VP16 FLuc -13%, FLuc modulator -2%, KCNH2 3.1 block 9, ELG1 genotox 0%, uPA generation 8%, Giardia kill 9 and RORgamma inh -14%.
For O=C(c1cc2c(s1)CCCCCC2)N1CCC2(CC1)OCCO2 the results were Rab9 prom act 1%, Tb PFK inh 0%, Coupling enz -1, NPC1 promoter act 4%, Gal4-VP16 FLuc 12%, FLuc modulator inconclusive, KCNH2 3.1 block 11, ELG1 genotox 5%, Giardia kill 1 and RORgamma inh 23%.
Screening Nc1c(C(=O)NCCc2ccccc2)c2nc3ccccc3nc2n1CCN1CCOCC1 returned Rab9 prom act -5%, Tb PFK inh -2%, Coupling enz -6, NPC1 promoter act -1%, Gal4-VP16 FLuc -23%, FLuc modulator -11%, KCNH2 3.1 block 15, ELG1 genotox -13%, uPA generation -17%, Giardia kill -15 and RORgamma inh 2%.
`COc1cc2c(cc1OC)C1[C@H]3C(=CC[C@H]1OC2O)CCN3C` (some centres not stated) gave Tb PFK inh 3%, KCNH2 3.1 block -5, ELG1 genotox -1%, uPA generation 5% and Giardia kill 28.
`Cc1nn(-c2ccccc2)c(C)c1NC(=O)COC(=O)Cc1ccccc1` gave Rab9 prom act -1%, Tb PFK inh 1%, NPC1 promoter act -4%, FLuc modulator 4%, KCNH2 3.1 block 4, ELG1 genotox 0%, uPA generation 3% and Giardia kill -2.
For O=c1c(O)c(-c2ccc(O)c(O)c2)oc2cc(O)ccc12 the results were Coupling enz -7&-1, Gal4-VP16 FLuc -14%&-11%, KCNH2 3.1 block 3, uPA generation inconclusive, Giardia kill 1 and RORgamma inh -1%&-33%.
For CCCCP(=O)(O)CCC(=O)O the results were Rab9 prom act -1%, Tb PFK inh 0%, Coupling enz -2, NPC1 promoter act 0%, Gal4-VP16 FLuc 1%, FLuc modulator 0%, KCNH2 3.1 block -2, ELG1 genotox inconclusive, uPA generation 0%, Giardia kill -6 and RORgamma inh 10%.
Screening O=C(Oc1ccnc2cc(Cl)ccc12)N1CCOCC1 returned Rab9 prom act -2%, Tb PFK inh 4%, Coupling enz 0, NPC1 promoter act 4%, Gal4-VP16 FLuc 7%, FLuc modulator -3%, KCNH2 3.1 block 20, ELG1 genotox -9%, uPA generation inconclusive, Giardia kill 11 and RORgamma inh -3%.
For C=CCN(C1=NCCN1)c1c(Cl)cccc1Cl the results were Rab9 prom act -4%[46.1 µM], Coupling enz 1, NPC1 promoter act -1%[46.1 µM], Gal4-VP16 FLuc -12%&-4% and RORgamma inh -4%&3%.
For CC(=O)c1ccc(NC(=O)N2CCN(c3cccc(Cl)c3)CC2)cc1 the results were Rab9 prom act -6%, Tb PFK inh 21µM*, Coupling enz 0, NPC1 promoter act 0%, FLuc modulator 3%, KCNH2 3.1 block -16, ELG1 genotox -7%, uPA generation 1%, Giardia kill -4 and RORgamma inh inconclusive.
For COc1ccccc1Cn1c(SCC(=O)C(C)(C)C)nc2cc(C(=O)N3CCC4(CC3)OCCO4)ccc2c1=O the results were Rab9 prom act -3%, Tb PFK inh -2%, Coupling enz 4, NPC1 promoter act -7%, Gal4-VP16 FLuc 1%[10 µM], FLuc modulator -4%, ELG1 genotox 14% and RORgamma inh 9%.
Nc1ccc2nc3c(c(Cl)c2c1)CCCC3 was read as Rab9 prom act 12%, Tb PFK inh -12%, Coupling enz -6, NPC1 promoter act 2%, Gal4-VP16 FLuc inconclusive, FLuc modulator inconclusive, KCNH2 3.1 block 0, ELG1 genotox inconclusive, uPA generation -11%, Giardia kill -2 and RORgamma inh -15%.
